MCF10A rereplic – DNA re-replication induction in MCF 10a cells | MCF 10A DNA re-replication, Hoechst nuclear intensity, 48 h | Potency, µM (series often up to 46.1 µM), for inactives: at the top dose activity, positive = re-replication, usual class: activators | actives 2.9% (n = 350,000); also: % of control where 0% means no effect; nearly all actives have a fitted effect of over 50% in size
Nrf2 activator – activates Nrf2 signaling. AREc32 ARE-luciferase reporter (MCF7-derived line), luminescence, 24 h. Potency, µM (highest dose often 46.1 µM), for the others: at the highest dose activation, hits mostly activators. actives 0.31% (n = 410,000). AID 624171; also: % of control where 0% means no effect; nearly all actives have a fitted effect of over 65% in size
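Luciferase luminescence (Steady-Glo, 30 min at room temperature) served as the read-out of ARE activation in AREc32 cells treated with compounds for 24 hr at 37 deg C.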
HepG2 viability – kills HepG2 cells in TGF-b inhibitor counter-screen; HepG2 CAGA-GFP viability, ATP luminescence, 18 h; Potency, µM (top dose mostly 46.1 µM), for the others: top-dose activity change, negative = cytotoxicity, usual class: cytotoxic; actives 0.76% (n = 410,000); also: some results filed as inactive show a strong effect at the top dose
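CellTiter-Glo luminescence gave cytotoxicity after 18 hours at 37 degrees C. The cells were HepG2 CAGA-GFP in 1% FBS DMEM, stimulated with 500 pg/mL TGF-beta after compound addition. %Activity was normalised to no-cell wells (complete cell-killing) and DMSO (no toxicity), and curves were fitted and classified.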
A549 tox – counter-screen for Nrf2 inhibitors: cytotoxicity in A549 cells. A549 ARE-Fluc cells, CellTiter-Fluor viability, 18-24 h. Potency, µM (top dose mostly 46 µM), without a hit: at the highest dose activity change, negative = cytotoxicity, hits mostly inhibitors. actives 0.16% (n = 390,000); also: % is scaled to controls: 0 for no effect and ±100 for the full control effect
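A549 ARE-Fluc cells in 5% FBS OPTI-MEM, 5000 cells/well, rested 2 h then exposed to compounds in concentration-response for 18-24 h at 37 °C. Viability by CellTiter-Fluor fluorescence (Ex 405/Em 525) after 30 min; luciferase luminescence (BugLite, 15 min, RT) read afterwards.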
EPAC2 antag – antagonists of human EPAC2 | Q8WZA2 | actives 0.18% (n = 360,000) | EPAC2 GEF exchange of Rap1B-BODIPY-GDP, fluorescence | Potency, µM (titrated, usually from 114 µM), inactives show at the top dose activity, negative = inhibition, most hits filed as inhibitors; also: % is scaled to controls: 0 for no effect and ±100 for the full control effect; nearly all actives have a fitted effect of over 45% in size; many of its hits are not listed in these tables
Target sequence (Q8WZA2 whole entry, looked up): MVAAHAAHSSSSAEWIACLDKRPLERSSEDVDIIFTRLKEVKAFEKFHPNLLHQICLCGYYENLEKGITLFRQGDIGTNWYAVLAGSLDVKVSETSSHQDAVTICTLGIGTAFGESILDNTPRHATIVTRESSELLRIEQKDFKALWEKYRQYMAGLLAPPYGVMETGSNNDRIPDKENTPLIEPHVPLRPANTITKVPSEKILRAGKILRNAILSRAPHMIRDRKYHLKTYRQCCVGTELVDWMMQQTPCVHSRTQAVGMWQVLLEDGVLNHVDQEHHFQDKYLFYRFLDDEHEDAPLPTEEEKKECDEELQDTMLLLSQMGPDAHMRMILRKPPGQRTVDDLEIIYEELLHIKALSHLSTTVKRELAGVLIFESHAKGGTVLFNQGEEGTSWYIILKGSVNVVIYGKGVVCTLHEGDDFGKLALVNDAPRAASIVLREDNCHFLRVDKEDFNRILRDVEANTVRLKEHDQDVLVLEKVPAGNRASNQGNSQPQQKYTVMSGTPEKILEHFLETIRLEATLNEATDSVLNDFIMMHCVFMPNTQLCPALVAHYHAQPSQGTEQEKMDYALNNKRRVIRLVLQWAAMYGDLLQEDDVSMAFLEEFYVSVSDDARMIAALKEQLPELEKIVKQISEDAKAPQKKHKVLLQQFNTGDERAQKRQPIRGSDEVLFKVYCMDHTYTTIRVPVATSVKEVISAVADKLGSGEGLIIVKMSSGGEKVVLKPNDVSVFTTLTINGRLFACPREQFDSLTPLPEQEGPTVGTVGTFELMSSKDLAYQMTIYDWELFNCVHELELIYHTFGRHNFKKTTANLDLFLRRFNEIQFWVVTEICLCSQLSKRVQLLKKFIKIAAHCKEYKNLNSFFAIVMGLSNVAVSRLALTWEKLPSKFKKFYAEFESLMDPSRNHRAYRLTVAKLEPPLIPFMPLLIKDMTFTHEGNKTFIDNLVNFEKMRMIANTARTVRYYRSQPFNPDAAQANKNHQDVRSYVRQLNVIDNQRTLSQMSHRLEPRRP
TGFb SMAD3 inh – blocks TGF-b signaling. HepG2 CAGA-GFP TGF-b/SMAD3 reporter, GFP fluorescence, 18 h; TGF-beta stimulated, 500 pg/mL final. Potency, µM (top dose mostly 46.1 µM), for the others: at the highest dose activity, negative = inhibition, actives largely listed as inhibitors. actives 1.2% (n = 410,000); also: % is scaled to controls: 0 for no effect and ±100 for the full control effect; nearly all actives have a fitted effect of over 65% in size
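Using HEPG2 CAGA-GFP reporter cells at 1000 cells/well, we pinned test compounds, stimulated with recombinant TGF-beta (500 pg/mL final) and measured total well GFP after 18 h.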
Nrf2 inh – blocks Nrf2 signaling; Potency, µM (top dose mostly 46 µM), without a hit: top-dose activity change, negative = inhibition, usual class: inhibitors; A549 ARE-Fluc reporter, luciferase luminescence, 18-24 h; AID 504444; actives 2.1% (n = 360,000); also: % is scaled to controls: 0 for no effect and ±100 for the full control effect; nearly all actives have a fitted effect of over 60% in size
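A549 ARE_Fluc cells, 5000/well, 5% FBS OPTI-MEM; compounds in dose-response, 18-24 h at 37 °C/5% CO2; CellTiter-Fluor viability read (Ex 405/Em 525), then BugLite luciferase luminescence = Nrf2 activity.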
ATXN viability – reduces viability in counter-screen for ATXN expression inhibitors. S2 cells (HEK-293 line with an ATXN2-luciferase reporter) viability, CellTiter-Fluor protease fluorescence, 24 h. Potency, µM (titrated, usually from 56.7 µM), hits mostly cytotoxic. actives 0.49% (n = 400,000); also: nearly all actives have a fitted effect of over 40% in size
ATXN2 expr inh – ATXN2 expression inhibition. Potency, µM (doses to about 57 µM), for the others: at the top dose activity change, negative = inhibition, most hits filed as inhibitors. actives 0.72% (n = 360,000). HEK-293 ATXN2-luciferase reporter, luminescence, 24 h; also: % is scaled to controls: 0 for no effect and ±100 for the full control effect; nearly all actives have a fitted effect of over 55% in size
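ATXN2-luciferase reporter cells (luciferase flanked by upstream and downstream ATXN2 gene portions) were treated 24 h at 37 °C with compounds at up to 57 uM. SteadyGlo luminescence gave expression; GF-AFC fluorescence gave viability.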
The depositor's hits bear a star; i = inactive; ? = inconclusive; nt = no result given; & = joins results of further samples; [ ] = remark or other dose. Calls follow the shape of the dose curve; as a rule, active = well fitted curve in the direction sought with a large enough effect; inconclusive = small, poorly fitted or top-dose-only effect, or another doubt; inactive = no such curve, though single readings can be large; an effect the other way counts as inactive or inconclusive. Potency is read from the fitted curve at half-maximal effect. Not all compounds are listed; the hit share may differ from the screen's.

SMILES | MCF10A rereplic | Nrf2 activator | HepG2 viability | A549 tox | EPAC2 antag | TGFb SMAD3 inh | Nrf2 inh | ATXN viability | ATXN2 expr inh
O=C(NNc1cc(N2CCCC2)nc(N2CCCC2)n1)c1ccc([N+](=O)[O-])cc1 | 0% | -0.2% | 0% | -10% | 1% | 2% | -16% | ? | -16%
O=C(NCCC1=CCCCC1)c1ccc2c(c1)N(Cc1ccccc1)C(=O)c1ccccc1S2=O (centres undefined) | nt | 2.4% | -15% | -15% | nt | -6% | ? | i | 7%
COC(=O)NCc1c(C)nn(-c2ccccc2)c1-n1cccc1 | nt | 0.9% | -2% | 10% | nt | 15% | 3% | i | 1%
COc1ccccc1NC(=O)/C(C#N)=C/c1cccn1C | ? | ? | -21% | -3% | -6% | -14% | 12% | i | -4%
CCCc1cc(-c2n[nH]c(=S)n2CC)c2ccccc2n1 | ? | -0.3% | -35% | 0% | 1% | ? | ? | i | -7%
CN(C)S(=O)(=O)Oc1ccsc1C(=O)Nc1cccc(Cl)c1Cl | 13% | 13% | 4% | -12% | -6% | 1% | 7% | i | ?
O=S(=O)(CS(=O)(=O)c1ccc(Cl)cc1)c1ccc(Cl)cc1 | 21µM* | -0.3% | -76% | -4% | 2% | 0% | 0% | i | -19%
COc1ccc(-c2nnc3ccc(SCC(=O)NCc4ccco4)nn23)cc1OC | 1% | 3.4% | -5% | 0% | 12% | 1% | -4% | i | -9%
COc1ccc2cc3cc(C(=O)N4CCN(c5cccc(Cl)c5)CC4)sc3nc2c1 | nt | 0.4% | 3% | 4% | nt | 1% | 9% | i | 8%
O=C(CN1CCc2ccccc2C1)Nc1ccccc1C(=O)NC1CC1 | 3% | -0.3% | -3% | 5% | -6% | -3% | -2% | i | -14%
O=C(O)c1ccc(N=Nc2c(-c3ccccc3)[nH]oc2=O)cc1 | -2% | 1.2% | 8% | -18% | -4% | 3% | ? | i | 37%[activator]
Cc1ccc(-c2nc(C=Nc3ccc(O)cc3)c(O)o2)cc1 | 15µM* | 6.3µM* | -19% | ? | 5% | -3% | 16% | i | nt
O=C(NCCCN1CCN(CCCNC(=O)c2ccc(F)cc2)CC1)c1ccc(F)cc1 | -3% | -1.0% | -6% | 3% | 14% | -6% | 0% | i | 12%
O=S(=O)(CC=CCS(=O)(=O)c1ccccc1)c1ccccc1 | -2% | 2.2% | -32% | -5% | 3% | 4% | -7% | i | 0%
COc1nc(OCCNC(C)=O)nc(N(C)C)n1 | -2% | -0.1% | -3% | -1% | 5% | -13% | 9% | i | 3%
Cc1cc2c3nonc3ccc2n1C | -18% | -0.7% | -7% | 2% | -3% | -9% | nt | i | -7%
COc1ccc(NC(=O)CN2CCN(S(=O)(=O)c3ccc(Br)cc3)CC2)cc1 | nt | 2.4% | 3% | 11% | nt | 1% | nt | i | 6%
COc1ccc(/C=N/NC(=O)c2cccc([N+](=O)[O-])c2)cc1OS(=O)(=O)c1ccc(C)cc1 | ? | 0.1% | 9% | ? | 4% | 0% | -18% | ? | -25%
COc1cccc(Nc2cc(C)nc3nc(C)nn23)c1 | 6% | 1.7% | 4% | 20% | 22% | -3% | -25% | i | -3%
Clc1ccc(C2=Nn3c(nnc3-c3cc(-c4ccccc4)n[nH]3)SC2)cc1 | ? | 4.6% | 16µM* | -17% | -3% | ? | nt | nt | ?

Looked up above:
Under Nrf2 activator, Cc1cc2c3nonc3ccc2n1C has -0.7%
Under Nrf2 inh, COc1cccc(Nc2cc(C)nc3nc(C)nn23)c1 has -25%
Under TGFb SMAD3 inh, O=C(CN1CCc2ccccc2C1)Nc1ccccc1C(=O)NC1CC1 has -3%

(cont.)
SMILES | MCF10A rereplic | Nrf2 activator | HepG2 viability | A549 tox | EPAC2 antag | TGFb SMAD3 inh | Nrf2 inh | ATXN viability | ATXN2 expr inh
Cc1ccc2c(c1)c1c(n2CC(O)CN2CCCCC2C)CCCC1 (centres undefined) | ? | 4.8% | -20% | -3% | -4% | 0% | 11% | i | -10%
Cc1oc2c(c1C(=O)NCc1ccccc1F)C1=NCCN1C=N2 | nt | 0.7% | 1% | 24% | nt | 2% | ? | i | 0%
Cc1ccc(C#N)c(SCc2ccccc2F)n1 | -2% | 0.2% | 40% | 3% | ? | -3% | 4% | i | -13%
Cc1ccc(S(=O)(=O)Oc2ccc3c(c2)O/C(=C\c2cccnc2)C3=O)cc1 | ? | -0.1% | -2% | 17% | -2% | 3% | 10% | i | -23%
CCOc1ccc(-c2cc(CCCC(=O)NCc3cccnc3)no2)cc1 | 2% | -2.0% | 17% | 17% | -4% | 11% | 13% | ? | 17%
CC(=O)Nc1cccc(NC(=O)CSc2nnc(NC(=O)c3ccco3)s2)c1 | -1% | -0.1% | 9% | -7% | -2% | -1% | 8% | i | 0%
O=C(CNc1ccccc1)N/N=C/c1cn(-c2ccccc2)nc1-c1ccccc1 | 0% | 0.7% | 7% | -6% | 3% | 3% | 5% | i | 0%
Cc1c(C(=O)NN2CCOCC2)oc2c1ccc1ccccc12 | -28% | 0.3% | 20% | 5% | -5% | 32%[activator] | -43% | i | -14%
CCNC(=S)NC1CC2CCCC(C1)N2Cc1ccc(C)cc1 (centres undefined) | 3% | -1.9% | 3% | 0% | 7% | 8% | 7% | i | nt
NS(=O)(=O)c1ccc(CNC(=O)CCS(=O)(=O)Cc2ccccc2)cc1 | -2% | -1.1% | 0% | -2% | 28% | 1% | 1% | i | 0%
COc1ccc(Cc2nnc(NC(=O)Nc3ccc(F)cc3)s2)cc1 | 16% | 0.0% | -2% | 1% | 0% | -3% | -11% | i | nt
O=C(Nc1cccnc1Cl)C1CCCN(c2ncnc3c2nc2n3CCCCC2)C1 (centres undefined) | ? | -0.6% | 2% | 4% | -17% | 14% | 5% | i | -3%
CN(C)/C(=N\S(=O)(=O)c1ccccc1)c1ccc(F)cc1 | 5% | 0.2% | -9% | 4% | 0% | 1% | -8% | i | 4%
CCCCn1c(N)c(N(CC(C)C)C(=O)C2CCN(c3ncnc4sc(C)c(C)c34)CC2)c(=O)[nH]c1=O | 8% | 0.1% | -31% | -4% | 12% | ? | ? | i | -7%
CCC(C)Sc1cccc(-c2nc3cc(C)ccn3c2NCc2ccccc2)c1 (centres undefined) | ? | 0.2% | -1% | -18% | 10%&-13% | 16µM* | -16% | ? | ?
C=CCNC(=O)C1CC1(c1ccccc1)c1ccccc1 (centres undefined) | 3% | -0.4% | -12% | 0% | -15% | -6% | -3% | i | -6%
OCCN(CC#CC(O)(c1ccccc1)c1cccc(F)c1)CCO (centres undefined) | 4% | 0.3% | 8% | 5% | 0% | -3% | 4% | i | -19%
CC1=C(C(=O)NCc2ccc(Cl)cc2)C2(CCCCCC2)OC1=O | nt | 2.8% | -18% | 6% | nt | -2% | -19% | nt | nt
O=C(O)CN=C1CC(c2ccccc2)CC(=O)/C1=C(/O)CCCN1C(=O)c2ccccc2C1=O (centres undefined) | -2% | -0.4% | 0% | -1% | 13% | 4% | 36% | i | -1%
CC(C)CCNC(=O)Cc1csc(-c2ccccc2)n1 | ? | 0.5% | -36% | -1% | 12% | -2% | ? | i | 1%
CC(C)n1c(SCC(=O)Nc2ccc(N3CCOCC3)cc2)nnc1-c1ccco1 | -3% | -0.8% | 30% | 6% | 11% | 20% | 19% | i | -2%
O=C(Nc1ccc(F)cc1)c1ccc(-n2cncn2)c([N+](=O)[O-])c1 | 0% | 3.0% | 10% | -6% | -20% | 2% | 23µM* | i | -22%
Cc1ccc(CCNC(=O)C2CCCN(S(=O)(=O)c3cccs3)C2)cc1 (centres undefined) | -24% | -0.9% | -18% | -2% | 12% | -1% | -7% | i | -8%
CCOC(=O)c1nnc(-c2ccccc2)nc1N1CCSCC1 | -15% | 5.7% | -1% | -1% | 2% | -9% | -4% | i | -3%[11.3 µM]
O=C(NCc1ccco1)c1cc2sccc2n1Cc1ccccc1 | -4% | ? | -8% | 4% | -13% | ? | 13% | i | -6%
CN(Cc1ccccc1F)C(=O)c1ccc(Oc2ccccc2)cc1 | 2% | 0.3% | -14% | -2% | -23% | ? | 8% | i | 17%
CC1(Cc2cccc(C(F)(F)F)c2)C(=O)Nc2c(Cl)cccc21 (centres undefined) | nt | 0.2% | -16% | nt | ? | -8% | nt | i | -27%
O=C(CCCCCn1c(=S)[nH]c2cc3c(cc2c1=O)OCO3)N1CCN(C(=O)c2ccco2)CC1 | -181%[0.0737 µM] | -0.4% | -20% | -1% | 3% | -14% | -13% | i | 2%
CNc1snc(C)c1C(=O)OCC(=O)c1cc(F)ccc1OC | -1% | ? | -27% | -8% | 2% | -27% | 12µM* | i | -13%
O=C(NC1CCCC1)C1CCN(C(=O)c2ccccc2Cl)CC1 | 1% | -0.1% | 5% | -1% | 1% | -2% | 9% | i | 7%
CC1CC(C)CN(S(=O)(=O)c2cc3c(cc2Cl)NC(=O)CO3)C1 (centres undefined) | -1% | -0.1% | -20% | -4% | 5% | ? | -17% | i | 1%
CC1CN(S(=O)(=O)c2ccc(C(=O)Nc3nnc(-c4ccccn4)o3)cc2)CC(C)O1 (centres undefined) | -3% | 0.2% | 0% | 1% | -7% | -10% | 5% | i | 4%
CCN(CC)CCNC(=O)c1cc2c(-c3cccc(OC)c3)nn(C)c2s1 | ? | 13%&18% | -15%&-19% | -8%&-10% | 9% | 8%&52% | ? | ? | ?
C[C@H](C(=O)CC(=O)OC(C)(C)C)[C@H](O)c1ccc(C(F)(F)F)cc1 | ? | 5.7% | -29% | 2% | -23% | -18% | -7% | i | ?
COC(=O)c1ccc(C2c3c(-c4ccc(Br)cc4)n[nH]c3C(=O)N2c2ccc(Cl)cc2)cc1 (centres undefined) | nt | -0.7% | -98% | -17% | nt | ? | ? | ? | -29%

Two compounds picked at random from those above:
SMILES | MCF10A rereplic | Nrf2 activator | HepG2 viability | A549 tox | EPAC2 antag | TGFb SMAD3 inh | Nrf2 inh | ATXN viability | ATXN2 expr inh
Cc1ccc(CCNC(=O)C2CCCN(S(=O)(=O)c3cccs3)C2)cc1 (centres undefined) | -24% | -0.9% | -18% | -2% | 12% | -1% | -7% | i | -8%
CNc1snc(C)c1C(=O)OCC(=O)c1cc(F)ccc1OC | -1% | ? | -27% | -8% | 2% | -27% | 12µM* | i | -13%

Screening data (PubChem)
